C diff HTS: blocks growth of Clostridium difficile | 86,000 tested, 0.25% active | AID 1259249 | growth activity, negative = inhibition, % at 16 µg/mL (by protocol) | Clostridium difficile clinical isolate growth, OD600, 24 h; hits give low values;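 active = mean growth activity at or below -80% and every replicate also at or below -80%; inconclusive = mean at or below -80% but some replicate above -80%; inactive = mean growth activity above -80%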;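 note: 0% = DMSO wells and -100% = levofloxacin 16 µg/mL wells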
KDM4C inh: blocks human GASC-1 (KDM4C) demethylase activity; GST-KDM4C 2-372, H3K9me3 peptide, LANCE TR-FRET; inhibition, % at 12.5 µM; 96,000 tested, 0.15% active; AID 720574;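 active = mean replicate inhibition above about 25%, with at least 55% of replicates also reaching it, limit read from the data, passing the limit was not always enough; inconclusive = only one of those two conditions met; inactive = neither condition met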
Target sequence (Q9H3R0 2-372 limits assumed): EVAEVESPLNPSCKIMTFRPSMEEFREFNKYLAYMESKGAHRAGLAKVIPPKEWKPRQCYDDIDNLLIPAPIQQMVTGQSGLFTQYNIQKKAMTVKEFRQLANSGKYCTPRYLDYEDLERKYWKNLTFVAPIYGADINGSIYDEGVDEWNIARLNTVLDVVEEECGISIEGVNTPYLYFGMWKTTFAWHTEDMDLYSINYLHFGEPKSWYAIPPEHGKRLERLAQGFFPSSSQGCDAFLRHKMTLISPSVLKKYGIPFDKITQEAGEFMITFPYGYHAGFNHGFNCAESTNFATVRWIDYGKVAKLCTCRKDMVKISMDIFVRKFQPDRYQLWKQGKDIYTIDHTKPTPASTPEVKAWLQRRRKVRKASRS
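System: N-terminal GST-fused human GASC-1 (KDM4C) fragment, residues 2-372 / Amount: 10 nM GST-KDM4C in enzyme reaction / Also added: H3K9me3 peptide with Fe(II)/2OG / Times: 30 min demethylation and 1 h detection at room temperature / Signal: LANCE TR-FRET / Read-out basis: Fall in 671/618 emission ratio as inhibition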
T cruzi growth: blocks T. cruzi growth in NIH3T3 culture; 77,000 tested, 5.9% active; T. cruzi beta-gal in NIH3T3, GalScreen luminescence, 90 h; AID 624255; inhibition, % at 8.34 µM;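 active = mean inhibition above about 93%, with at least 55% of replicates each passing it, limit read from the data, passing the limit was not always enough; inconclusive = only one of those two conditions holds; inactive = neither condition holds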
Pf Dd2 growth: inhibitors of Plasmodium falciparum Dd2 growth | 94,000 tested, 2.3% active | AID 1159554 | P. falciparum Dd2 growth, SYBR Green, 72 h; hits give low values | activity change, % at 10 µM; in the data active = activity change below about -80%; inconclusive = no clear call, values can overlap the other calls
Starred values were filed as active, the others as inactive; ? = inconclusive; · = not tested or not shown; & = joins results of further samples.

KDM4C inh	Pf Dd2 growth	T cruzi growth	C diff HTS	compound
-1.1	30	29	·	CO[C@@H]1CN(C)C(=O)c2ccc(NS(=O)(=O)CC(F)(F)F)cc2OC[C@@H](C)N(CC2CCCCC2)C[C@H]1C
0.8	14	12	-5	C[C@@H]1CN([C@H](C)CO)C(=O)Cc2cc(NC(=O)NC3CCCCC3)ccc2O[C@H]1CN(C)C(=O)Nc1ccccc1
-0.7	-13	111*	1	C[C@H](CO)N1C[C@H](C)[C@H](CN(C)Cc2ccncc2)Oc2cc(-c3ccncc3)ccc2S1(=O)=O
0.8	-1	-18	-6	C[C@@H]1CN([C@@H](C)CO)C(=O)c2cc(NS(=O)(=O)c3cccs3)ccc2O[C@H]1CN(C)C(=O)Nc1ccc(F)cc1
0.5	1	·	-7	COCC(=O)N1CC(=O)N2[C@H](C1)[C@@H](c1ccc(-c3ccccc3C)cc1)[C@@H]2CO
-0.9	-34	62	-6	COc1ccc(S(=O)(=O)Nc2ccc3c(c2)C(=O)N([C@@H](C)CO)C[C@@H](C)[C@@H](CN(C)Cc2ccccc2)OCCCC[C@H](C)O3)cc1
-1.2	·	-14	-2	CO[C@H]1CC[C@@H]2CCOc3ccc(C#N)cc3C(=O)N(C)C[C@@H](OC)[C@H](C)C(=O)N(C)C[C@H]1O2
19	2	17	1	CCCNC(=O)C[C@@H]1C[C@@H]2c3cc(N(C)C)ccc3O[C@@H]2[C@H](CO)O1
-1.1	?	115*	1	C[C@@H]1CCCCO[C@H](CN(C)S(=O)(=O)c2ccc(F)cc2)[C@H](C)CN([C@H](C)CO)C(=O)c2cc(NS(=O)(=O)c3ccc(F)cc3)ccc2O1
-0.1	14	·	8	CCCC#Cc1ccc([C@H]2[C@H]3CN(C(=O)c4ccccn4)CC(=O)N3[C@H]2CO)cc1

T cruzi growth, what is marked active above.
KDM4C inh	Pf Dd2 growth	T cruzi growth	C diff HTS	compound
-0.7	-13	111*	1	C[C@H](CO)N1C[C@H](C)[C@H](CN(C)Cc2ccncc2)Oc2cc(-c3ccncc3)ccc2S1(=O)=O
-1.1	?	115*	1	C[C@@H]1CCCCO[C@H](CN(C)S(=O)(=O)c2ccc(F)cc2)[C@H](C)CN([C@H](C)CO)C(=O)c2cc(NS(=O)(=O)c3ccc(F)cc3)ccc2O1

Further entries follow.
KDM4C inh	Pf Dd2 growth	T cruzi growth	C diff HTS	compound
2.9	-19	·	·	C[C@@H]1CCCCO[C@@H](CN(C)C(=O)c2ccncc2)[C@@H](C)CN([C@@H](C)CO)C(=O)c2cc(NS(=O)(=O)c3cccs3)ccc2O1
0.3	35	13	·	CO[C@@H]1CN(C)C(=O)c2ccc(NS(=O)(=O)c3cn(C)cn3)cc2OC[C@@H](C)N(CC2CC2)C[C@@H]1C
1.8	6	63	-1	CCCC(=O)Nc1ccc2c(c1)C(=O)N(C)[C@H]1CC[C@H](CC(=O)Nc3ccccc3)O[C@@H]1CO2
-0.6	-1	55	·	C[C@H](NC(=O)C[C@@H]1CC[C@@H]2[C@H](COC[C@@H](O)CN2C(=O)Nc2cc(Cl)cc(Cl)c2)O1)c1ccccc1
-0.4	-37	17	-18	CC(C)NC(=O)N(C)C[C@@H]1Oc2cc(C#Cc3ccc(F)cc3)ccc2S(=O)(=O)N([C@@H](C)CO)C[C@H]1C
1.2	10	-24	4	C[C@@H]1CN([C@@H](C)CO)C(=O)c2cc(NC(=O)Nc3ccccc3)ccc2O[C@@H](C)CCCCO[C@H]1CN(C)C(=O)CCCN(C)C
-0.4	22	15	·	CN(C)C(=O)C[C@H]1CC[C@@H](NC(=O)c2ccc(F)cc2)[C@@H](CO)O1
-0.1	·	10	-3	CO[C@H]1CC[C@@H]2CCN(C)C(=O)[C@H](C)CN(C)C(=O)c3cc(C#N)ccc3OC[C@H]1O2
-1.2	-5	20	-5	C[C@@H]1CN([C@@H](C)CO)C(=O)c2cccc(NS(=O)(=O)c3cn(C)cn3)c2O[C@H]1CN(C)Cc1ccc(Cl)c(Cl)c1
0.8	21	-78	2	COc1ccc(-c2cn(CC[C@@H]3CC[C@H](NC(=O)Cc4ccccn4)[C@H](CO)O3)nn2)cc1
-2.0	8	·	-8	O=C(Nc1cccc(F)c1)N1CC(=O)N2[C@H](CO)[C@@H](c3ccc(-c4ccccc4F)cc3)[C@H]2C1
0.9	·	49	-1	C[C@H](NC(=O)[C@H]1N[C@H]2c3ccc(-c4cccnc4)c(=O)n3C[C@H]2[C@@H]1CO)c1ccccc1
-0.2	16	20	0	CCCNC(=O)C[C@H]1C[C@H]2c3cc(NC(=O)CN(C)C)ccc3O[C@H]2[C@H](CO)O1
-0.8	-8	95	17	COc1ccc(NC(=O)N(C)C[C@@H]2OCCCC[C@H](C)Oc3ccc(NS(=O)(=O)c4ccccc4)cc3C(=O)N([C@H](C)CO)C[C@@H]2C)cc1
-0.3	4	-34	24	C[C@@H]1CN([C@@H](C)CO)C(=O)c2cc(NC(=O)Nc3ccc(F)cc3)ccc2O[C@H]1CN(C)Cc1ccc(-c2ccccc2)cc1
·	-3	27	5	C[C@H](CO)N1C[C@H](C)[C@@H](CN(C)C(=O)Nc2ccnc(N3CCOCC3)c2)OCc2cn(nn2)CCCC1=O
-0.2	-16	19	0	O=C(NCC[C@@H]1CC[C@H](NC(=O)c2cccnc2)[C@@H](CO)O1)Nc1ccc(F)cc1
-1.1	24	·	4	CNC[C@@H]1Oc2ncc(Br)cc2C(=O)N([C@@H](C)CO)C[C@@H]1C
0.9	5	-57	·	CCS(=O)(=O)N[C@@H]1CC[C@@H](CC(=O)NCc2ccccn2)O[C@@H]1CO
-1.2	-23	-15	·	COc1ccccc1CN1C[C@H](C)[C@@H](OC)CN(C)C(=O)c2cc(NC(C)=O)ccc2OC[C@H]1C
1.2	·	17	12&-4	CCCNC(=O)N1C[C@H](O)COC[C@H]2O[C@@H](CC(=O)N[C@@H]3CCN(Cc4ccccc4)C3)CC[C@@H]21
2.2	10	-5	-13	CCCNC(=O)C[C@@H]1CC[C@H]2[C@H](COc3ccc(NC(=O)C4CCOCC4)cc3C(=O)N2C)O1
0.6	2	·	-6	C[C@@H]1CN([C@H](C)CO)S(=O)(=O)c2ccc(-c3cncnc3)cc2O[C@H]1CN(C)C(=O)c1cccc(F)c1
0.1	-5	-7	0	CC(C)NC(=O)Nc1ccc2c(c1)CC(=O)N([C@H](C)CO)C[C@H](C)[C@H](CN(C)CC1CCCCC1)O2
2.0	2	-23	-5	CNC(=O)C[C@@H]1CC[C@H]2[C@H](COc3ccc(NC(=O)Nc4ccc(F)cc4)cc3C(=O)N2C)O1
-1.9	2	75	3	C[C@@H]1CCCCO[C@@H](CN(C)Cc2ccc(C(F)(F)F)cc2)[C@H](C)CN([C@H](C)CO)C(=O)c2cc(NC(=O)Nc3ccccc3)ccc2O1
0.1	-69	?	35	OC[C@H]1[C@H](c2ccc(C#Cc3ccccc3F)cc2)[C@@H]2CN(CC3CCOCC3)CCCCN12
0.7	·	-23	-2	C[C@H](NC(=O)[C@@H]1[C@@H](CO)[C@@H]2Cn3c(cccc3=O)[C@@H]2N1S(C)(=O)=O)c1ccccc1
3.6	-36	35	-8	C[C@H]1CN([C@@H](C)CO)C(=O)c2cc(C#CCc3ccccc3)cnc2O[C@H]1CN(C)Cc1ccccn1
-1.2	-2	32	6	C[C@@H]1CCCCO[C@@H](CN(C)Cc2ccncc2)[C@@H](C)CN([C@H](C)CO)C(=O)c2cc(NC(=O)Nc3ccccc3)ccc2O1
1.7	2	64	-10	CCNC(=O)C[C@H]1CC[C@@H]2[C@H](COc3ccc(NC(=O)NC(C)C)cc3C(=O)N2C)O1
-2.7	-92*	·	-11	COc1ccc2c3c([nH]c2c1)[C@@H](CO)N(C(=O)Nc1ccc(F)cc1)CC31CN(Cc2ccccc2OC)C1
-0.6	-56	105*	-4	C[C@H]1CN([C@@H](C)CO)S(=O)(=O)c2ccc(-c3ccccc3F)cc2O[C@@H]1CN(C)Cc1cccnc1
0.2	3	-59	2	CCCNC(=O)N(C)C[C@@H]1Oc2cc(C#CC(C)(C)O)ccc2S(=O)(=O)N([C@H](C)CO)C[C@@H]1C
-0.4	-11	63	2	C[C@H]1CN([C@@H](C)CO)C(=O)c2cc(C#CC3CCCC3)cnc2O[C@@H]1CN(C)C(=O)C1CCC1
0.0	-62	-33	-4	C[C@@H]1CN([C@@H](C)CO)C(=O)c2cc(NC(=O)Nc3ccccc3)ccc2O[C@@H](C)CCCCO[C@@H]1CN(C)C(=O)CCC(F)(F)F
-1.4	-14	28	12	C[C@H]1CN([C@@H](C)CO)C(=O)Cc2cc(NC(=O)Nc3ccc(F)cc3)ccc2O[C@@H]1CN(C)CC1CCCCC1
0.3	8	83	-4	O=C(c1ccncc1)N1CC[C@@H]2[C@H]1c1cc(-c3ccc(F)cc3)ccc1N[C@@H]2CO
-1.5	-11	·	1	Fc1cccc(CN2[C@@H]3CNC[C@H]2C3c2ccc(-c3cccnc3)cc2)c1 (some centres not stated)
-0.9	-7	35	-11	Cc1noc(C)c1S(=O)(=O)Nc1ccc2c(c1)CC(=O)N([C@@H](C)CO)C[C@@H](C)[C@H](CN(C)C(=O)Nc1ccc(C(F)(F)F)cc1)O2

Taken from above.
Result for CCCNC(=O)C[C@@H]1C[C@@H]2c3cc(N(C)C)ccc3O[C@@H]2[C@H](CO)O1 in T cruzi growth: 17
Result for CO[C@H]1CC[C@@H]2CCN(C)C(=O)[C@H](C)CN(C)C(=O)c3cc(C#N)ccc3OC[C@H]1O2 in T cruzi growth: 10
Result for C[C@@H]1CN([C@H](C)CO)S(=O)(=O)c2ccc(-c3cncnc3)cc2O[C@H]1CN(C)C(=O)c1cccc(F)c1 in Pf Dd2 growth: 2
Result for C[C@@H]1CN([C@@H](C)CO)C(=O)c2cccc(NS(=O)(=O)c3cn(C)cn3)c2O[C@H]1CN(C)Cc1ccc(Cl)c(Cl)c1 in KDM4C inh: -1.2
Result for O=C(Nc1cccc(F)c1)N1CC(=O)N2[C@H](CO)[C@@H](c3ccc(-c4ccccc4F)cc3)[C@H]2C1 in KDM4C inh: -2.0

Continued:
KDM4C inh	Pf Dd2 growth	T cruzi growth	C diff HTS	compound
0.0	-4	-2	-3	CC(=O)N(C)C[C@H]1Oc2cc(C#CC(C)C)ccc2S(=O)(=O)N([C@H](C)CO)C[C@H]1C
0.4	-32	36	-3	O=C(NC[C@@H]1[C@@H](c2ccccc2)[C@H](CO)N1Cc1cccnc1)c1ccccn1
0.6	6	-45	3	Cc1noc(C)c1NC(=O)N(C)C[C@@H]1Oc2c(NC(=O)Nc3cccc4ccccc34)cccc2C(=O)N([C@@H](C)CO)C[C@H]1C
-0.4	8	-5	·	COc1ccc(S(=O)(=O)Nc2cccc3c2O[C@@H](CN(C)S(=O)(=O)c2cn(C)cn2)[C@H](C)CN([C@@H](C)CO)C3=O)cc1
-1.1	-27	67	-16	C[C@@H](O)C#Cc1ccc2c(c1)O[C@H](CN(C)CC1CCOCC1)[C@@H](C)CN([C@@H](C)CO)S2(=O)=O
-1.1	-33	44	-25	N#C[C@@H]1[C@@H](c2ccc(C3=CCCCC3)cc2)[C@H](CO)N1S(=O)(=O)c1ccccc1

4 entries out of the list above, arranged by their value in C diff HTS, lowest first:
KDM4C inh	Pf Dd2 growth	T cruzi growth	C diff HTS	compound
-1.1	-33	44	-25	N#C[C@@H]1[C@@H](c2ccc(C3=CCCCC3)cc2)[C@H](CO)N1S(=O)(=O)c1ccccc1
-1.1	-27	67	-16	C[C@@H](O)C#Cc1ccc2c(c1)O[C@H](CN(C)CC1CCOCC1)[C@@H](C)CN([C@@H](C)CO)S2(=O)=O
0.4	-32	36	-3	O=C(NC[C@@H]1[C@@H](c2ccccc2)[C@H](CO)N1Cc1cccnc1)c1ccccn1
0.6	6	-45	3	Cc1noc(C)c1NC(=O)N(C)C[C@@H]1Oc2c(NC(=O)Nc3cccc4ccccc34)cccc2C(=O)N([C@@H](C)CO)C[C@H]1C
